IL1B secr inh = blocks inflammasome-driven IL-1 beta release | AID 743279 | 4.7% of 360,000 active | THP-1 LPS/ATP IL-1B secretion, AlphaLISA, 16 h; stronger effect = lower value | activity change, % at 57.5 µM; in the data active = activity change below about -50%; inconclusive = mostly about -30% to -49%; also: % is scaled to controls: 0 for no effect and ±100 for the full control effect
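Secreted IL-1B measured by AlphaLISA bead assay after 16 h compound exposure of THP-1 cells; compounds (final up to 57.5 uM) added 1 h before LPS (250 ng/mL) and ATP (1.25 mM) stimulation; lower signal means less secretion.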
S2 tox = cell viability loss in ATXN counter-screen; 0.49% of 400,000 active; S2 cells (HEK-293 line with an ATXN2-luciferase reporter) viability, CellTiter-Fluor protease fluorescence, 24 h; Potency, µM (top dose mostly 56.7 µM), hits mostly cytotoxic; also: potency is read from the fitted curve at half-maximal effect; nearly all actives have a fitted effect of over 40% in size
Nrf2 ARE act = activates Nrf2 signaling; Potency, µM (top dose mostly 46.1 µM), for the others: top-dose activation, most hits filed as activators; AID 624171; 0.31% of 410,000 active; AREc32 ARE-luciferase reporter (MCF7-derived line), luminescence, 24 h; also: potency is read from the fitted curve at half-maximal effect; % of control where 0% means no effect; nearly all actives have a fitted effect of over 65% in size
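Steps: seed AREc32_Fluc cells (1000/well, 5% FBS OPTI-MEM); incubate overnight at 37 deg C; add 23 nL compound; incubate 24 hr; add Steady-Glo; hold 30 min RT; read luminescence.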
HepG2 tox = counter-screen for TGF-b inhibitors: cytotoxicity in HepG2 cells; HepG2 CAGA-GFP viability, ATP luminescence, 18 h; 0.76% of 410,000 active; AID 588856; Potency, µM (top dose mostly 46.1 µM), inactives show top-dose activity change, negative = cytotoxicity, usual class: cytotoxic; also: potency is read from the fitted curve at half-maximal effect; some results filed as inactive show a strong effect at the top dose
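CellTiter-Glo luminescence gave cytotoxicity after 18 hours at 37 degrees C. The cells were HepG2 CAGA-GFP in 1% FBS DMEM, stimulated with 500 pg/mL TGF-beta after compound addition. %Activity was normalised to no-cell wells (complete cell-killing) and DMSO (no toxicity), and curves were fitted and classified.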
MCF10A rerep = DNA re-replication induction in MCF 10a cells. MCF 10A DNA re-replication, Hoechst nuclear intensity, 48 h. Potency, µM (top dose mostly 46.1 µM), without a hit: at the highest dose activity, positive = re-replication, hits mostly activators. 2.9% of 350,000 active. AID 624296; also: potency is read from the fitted curve at half-maximal effect; % of control where 0% means no effect; nearly all actives have a fitted effect of over 50% in size
ATXN2 expr inh = ATXN2 expression inhibition | 0.72% of 360,000 active | HEK-293 ATXN2-luciferase reporter, luminescence, 24 h | Potency, µM (doses to about 57 µM), for inactives: at the top dose activity change, negative = inhibition, actives largely listed as inhibitors; also: potency is read from the fitted curve at half-maximal effect; % is scaled to controls: 0 for no effect and ±100 for the full control effect; nearly all actives have a fitted effect of over 55% in size
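ATXN2-luciferase reporter cells (luciferase flanked by upstream and downstream ATXN2 gene portions) were treated 24 h at 37 °C with compounds at up to 57 uM. SteadyGlo luminescence gave expression; GF-AFC fluorescence gave viability.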
TGFb SMAD3 inh = inhibitors of TGF-b signaling | HepG2 CAGA-GFP TGF-b/SMAD3 reporter, GFP fluorescence, 18 h; TGF-beta stimulated, 500 pg/mL final | Potency, µM (doses to about 46.1 µM), for the others: at the highest dose activity, negative = inhibition, usual class: inhibitors | 1.2% of 410,000 active | AID 588855; also: potency is read from the fitted curve at half-maximal effect; % is scaled to controls: 0 for no effect and ±100 for the full control effect; nearly all actives have a fitted effect of over 65% in size
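Inhibition of TGF-beta-driven CAGA-GFP reporter expression in HEPG2 cells is measured by cellular GFP fluorescence after 18 h stimulation with 500 pg/mL recombinant TGF-beta in 1% FBS medium at 37 degrees C.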
A549 tox = counter-screen for Nrf2 inhibitors: cytotoxicity in A549 cells; 0.16% of 390,000 active; A549 ARE-Fluc cells, CellTiter-Fluor viability, 18-24 h; Potency, µM (series often up to 46 µM), for inactives: at the highest dose activity change, negative = cytotoxicity, actives largely listed as inhibitors; also: potency is read from the fitted curve at half-maximal effect; % is scaled to controls: 0 for no effect and ±100 for the full control effect
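A549 ARE_Fluc cells in 5% FBS OPTI-MEM were exposed to compounds in concentration-response for 18-24 h at 37 deg C. Viability was read by CellTiter-Fluor fluorescence (Ex 405/Em 525) after 30 min, before the luciferase read.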
Nrf2 block = inhibitors of Nrf2 signaling; AID 504444; A549 ARE-Fluc reporter, luciferase luminescence, 18-24 h; Potency, µM (titrated, usually from 46 µM), for the others: at the top dose activity change, negative = inhibition, actives largely listed as inhibitors; 2.1% of 360,000 active; also: potency is read from the fitted curve at half-maximal effect; % is scaled to controls: 0 for no effect and ±100 for the full control effect; nearly all actives have a fitted effect of over 60% in size
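A549 ARE_Fluc cells (5000/well, 5% FBS OPTI-MEM) pre-incubated 2 h, then treated with compounds 18-24 h at 37C/5% CO2 in concentration-response. CellTiter-Fluor viability read first; BugLite luciferase luminescence after 15 min at room temperature gives Nrf2 activity.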
An asterisk follows results filed as active; i = inactive; ? = inconclusive; / = no result given; & = joins results of further samples; [ ] = dose if it differs, or a comment. Unless noted, calls follow the shape of the dose curve; as a rule, active = well fitted curve in the direction sought with a large enough effect; inconclusive = small, poorly fitted or top-dose-only effect, or another doubt; inactive = no such curve, though single readings can be large; an effect the other way counts as inactive or inconclusive.

No.	smiles	IL1B secr inh	S2 tox	Nrf2 ARE act	HepG2 tox	MCF10A rerep	ATXN2 expr inh	TGFb SMAD3 inh	A549 tox	Nrf2 block
1	O=c1oc2ccccc2c(O)c1Sc1c(O)c2ccccc2oc1=O	3	i	-0.6%	-3%	5%	-12%	19%	-15%	?
2	O=c1cc(CO)oc(CN2CCN(c3ccccc3F)CC2)c1O	0	i	0.4%	13%	0%	-3%	-1%	-2%	-6%
3	O=C(NCc1ccccn1)Nc1ccc(F)c(Cl)c1	-24	i	-0.8%	10%	10%	1%	9%	0%	10%
4	CCOC(=O)C1C(=O)C(=O)N(C(C)C)C1C(=O)OCC (stereo unspecified)	24	i	0.4%	8%	-17%	-1%	8%	-7%	-4%
5	O=C(O)CC(CC(=O)Nc1ccc(Oc2ccccc2)cc1)c1ccccc1 (stereo unspecified)	9	i	-0.1%	-1%	0%	-17%	-3%	1%	-13%
6	CC(C)(NC(=O)c1ccccc1)c1nc2ccccc2s1	32	i	8.0%	-2%	-17%	12%	1%	-9%	5%
7	Cc1nnc(SCC(=O)N(C)C2CCCCC2)n1C	-2	?	-0.1%	-1%	-6%	-11%	-9%	-2%	7%
8	Cc1cn([C@H]2C[C@H](O)[C@@H](CCC(=O)NCc3ccccc3)O2)c(=O)[nH]c1=O	164	i	0.5%	-4%	-11%	8%	-8%	6%	5%
9	O=C(COC(=O)CCC(=O)c1cccs1)Nc1cc(S(=O)(=O)N2CCOCC2)ccc1Cl	-2	i	-0.4%	10%	15%	2%	17%	1%	21%
10	CCOCCCNC(=O)C(c1ccccc1)N1Cc2ccccc2C1=O (stereo unspecified)	/	/	-0.7%	1%	/	/	0%	12%	6%
11	CCCCN(C(=O)C1=COCCO1)c1c(N)n(CCCC)c(=O)[nH]c1=O	-1	i	0.4%	-9%	-2%	9%	-9%	0%	-5%
12	Cc1[nH][nH]c(=O)c1N=Nc1ccc(F)cc1	0	i	0.6%	4%	-6%	-15%	4%	?	?
13	Cc1ccccc1OCCn1cc(C(=S)N2CCCC2)c2ccccc21	-6	i	-0.6%	-11%	12%	-7%	-2%	-9%	?
14	CCOc1ccc(CN(C)CC(=O)c2c(N)n(Cc3ccccc3)c(=O)n(CC)c2=O)cc1OC	-23	i	2.2%	3%	?	1%	24%	-2%	/
15	COc1ccc(Cl)cc1NC(=O)CN(C)C(=O)c1ccc2c(c1)OCCO2	-2	?	1.9%	-8%	1%	4%	-3%	-5%	12%
16	O=C(CNc1cccc(S(=O)(=O)N2CCOCC2)c1)Nc1ccc(C(F)(F)F)cc1	?	i	0.6%	-5%	12%	-22%	?	-11%	?
17	COc1cc(C(=S)N2CCCC2)ccc1OC(=O)c1ccc(Cl)cc1[N+](=O)[O-]	15	i	6.9%	5%	6%	0%	5%	-12%	0%
18	O=C1Nc2ccc([N+](=O)[O-])cc2OC1CCN1CCOCC1 (stereo unspecified)	-2	?	-0.6%	-11%	7%	5%	13%	-16%	?
19	CC(C)Oc1ccc(CNC(=O)c2sc3ncccc3c2-n2cccc2)cc1	/	?	0.0%	-14%	/	-22%	-21%	7%	/
20	NC(=O)c1ccc(N2CCCCCC2)c([N+](=O)[O-])c1	-4	i	-0.2%	-20%	1%	7%	1%	-7%	-8%
21	CCC1Oc2ccc(C)cc2N(CC(=O)NCCCN2CCCCC2C)C1=O (stereo unspecified)	-15	i	-0.3%	-6%	-60%[inhibitor]	2%	-15%	0%	4%
22	Cc1cccc(NC(=S)NNC(=O)c2csc3c2CCC(C)C3)c1 (stereo unspecified)	?	i	-0.5%	-27%	?	24%	16%	-16%	-2%
23	COC(=O)/C=C/c1cnc[nH]1	12	i	-1.0%	16%	8%	12%	17%	-4%	-5%
24	Nc1nnc(SCC(=O)c2ccc([N+](=O)[O-])cc2)s1	0	i	0.0%	4%	-2%	-11%[11.3 µM]	-22%	-1%	5%
25	Cc1c2c(n3c(nc4ccccc43)c1C#N)N(CCCN(C)C)CC2	-22	/	2.9%	-12%	15µM*	?	-8%	?	-4%
26	CCc1ccc(NC(=O)CCc2c(C)nc3nc(-c4cc(OC)cc(OC)c4)nn3c2C)cc1	/	i	-0.8%	-23%	/	6%	-2%	0%	?
27	CCOC(=O)C1(CC/C(C)=N\NC(N)=O)CC(C)(C)OC1=O (stereo unspecified)	6	i	-0.4%	6%	-1%	-12%	34%	0%	-5%
28	Cc1ccc(S(=O)(=O)CCC(=O)OCc2ccccc2)cc1	10	i	-0.7%	16%	-3%	2%	0%	0%	17%
29	CCn1c(=O)[nH]c(=O)c2c(N)c(C(=O)c3ccccc3OC)sc21	9	i	3.1%	3%	1%	4%	-29%	-8%	-23%
30	Cc1ccc(CN2CC(N3CCN(CC4CC4)CC3)CS2(=O)=O)cc1 (stereo unspecified)	8	i	-0.2%	2%	/	6%	-31%	/	/

Only HepG2 tox and TGFb SMAD3 inh, for some of the entries so far:
| no. | structure | HepG2 tox | TGFb SMAD3 inh |
| --- | --- | --- | --- |
| 23 | COC(=O)/C=C/c1cnc[nH]1 | 16% | 17% |
| 24 | Nc1nnc(SCC(=O)c2ccc([N+](=O)[O-])cc2)s1 | 4% | -22% |

New compounds follow:
No.	smiles	IL1B secr inh	S2 tox	Nrf2 ARE act	HepG2 tox	MCF10A rerep	ATXN2 expr inh	TGFb SMAD3 inh	A549 tox	Nrf2 block
31	COc1cccc(-c2nnc(NC(C)=O)o2)c1	-14	i	-0.1%	-33%	-1%	6%	-4%	1%	-3%
32	Cc1nn(CC(=O)N(C)Cc2ccccc2)c(=O)c2cccn12	9	i	-0.6%	4%	19%	/	25%	-1%	-33%
33	CCC(C)(C)NC(=O)CN(Cc1ccc(F)cc1)C(=O)CCC(=O)Nc1ccccn1	-12	i	-0.3%	-2%	-3%	-12%	3%	-2%	-6%
34	Cc1cc(C)cc(NC(=O)N2CCC(N3CCCCC3)CC2)c1	/	i	-1.0%	-16%	/	-3%	-6%	2%	7%
35	Cc1ccc(S(=O)(=O)N(C)CC(=O)NCCCn2ccnc2)cc1	3	i	0.5%	-5%	12%	0%	3%	3%	-7%
36	O=[N+]([O-])c1ccc(/C=C/c2nc3ccc([N+](=O)[O-])cc3[nH]2)cc1	-9	?	3.4%	10%	-1%	16%	?	-8%	?
37	COc1cccc(NC(=O)CN(C)CC(=O)c2c(C)[nH]c3ccccc23)c1	14	?	0.0%	-18%	5%	-16%	-16%	-1%	-11%
38	CC1CC(C)CN(C(=O)/C(=C\c2ccccc2)c2ccccc2)C1 (stereo unspecified)	?	i	0.2%	-29%	21µM*	-10%	?	10%	10%
39	C=CCNC(=O)C1CCN(C(=O)c2ccc(-c3ccccc3)cc2)CC1	0	i	-0.5%	3%	0%	-20%[11.3 µM]	-5%	1%	-3%
40	CCOc1ccc(-n2c(-c3ccc(C)cc3)nc3c(cnn3-c3ccccc3)c2=O)cc1	/	i	-1.0%	-16%	/	5%	-21%	-3%	8%
41	COCCN(C(=O)c1cc2c(s1)CCCCC2)c1c(N)n(Cc2ccccc2)c(=O)[nH]c1=O	6	?	0.2%	-1%	4%	9%	-27%	-4%	-2%
42	CCOc1ccccc1O[C@H](c1ccccc1)[C@H]1CNCCO1	-19	?	0.5%	-25%	?	-12%&-19%	2%	3%	-20%
43	CCOC(=O)/C(=C\C=C1/Sc2ccccc2N1CC)C(C)=O	?	/	5.9%	-31%	8%	-7%	276%[activator]	-9%	-12%
44	Cn1c(=O)c2c(nc(N/N=C/c3cccs3)n2C)n(C)c1=O	12	i	5.2%	3%	3%	21%	-2%	1%	-8%
45	COc1cccc(O[C@@H]2O[C@@H]3COC(C)(C)O[C@H]3[C@H](O)[C@H]2NC(C)=O)c1	33	i	-0.9%	-5%	0%	3%	24%	3%	2%
46	CCc1ccc(C(C)NC(=O)c2cccs2)cc1 (stereo unspecified)	7	i	-0.3%	12%	9%	0%	0%	1%	0%
47	COc1ccc(C(=O)C[n+]2cccc3cc(C)ccc32)cc1	-7	?	-0.2%	-10%	2%	-21%	0%	-1%	?
48	CSc1cccc(NC(=O)c2nnn(CC(=O)Nc3cc(C)cc(C)c3)c2N)c1	4	i	-0.5%	-11%	1%	10%	9%	2%	6%
49	CNc1cc(-c2c(OC)cccc2OC)ncn1	22	i	0.7%[9.22 µM]	2%	/	8%	18%	/	/
50	CCCNC(=O)C1(C)CCCN(C(=O)COCc2ccccc2)C1 (stereo unspecified)	0	i	-0.6%[9.22 µM]	6%	/	1%	14%	/	/
51	COc1ccc(N2CC(C(=O)OCC(=O)c3ccc(C)cc3)CC2=O)cc1 (stereo unspecified)	2	i	-0.6%	-9%	5%	/	-6%	14%	12%
52	COc1ccc(CN=C2NC(=O)CC(C(=O)Nc3ccccc3C)S2)cc1 (stereo unspecified)	0	i	2.0%	-20%	?	-2%	-7%	-1%	-22%
53	CC(C)(C)OC(=O)N1CCC[C@H]1C(=O)NCc1ccc(Cl)cc1Cl	24	i	0.5%	-24%	0%	-4%	-11%	-5%	-23%
54	Cc1ccc(NC(=O)c2cccc(S(=O)(=O)Nc3c(C)n(C)n(-c4ccccc4)c3=O)c2)cc1C	3	i	-0.8%	2%	-3%	5%	-13%	-9%	?
55	COc1cc(OC)cc(C(=O)N2CCCC(c3nc(-c4ccc(C)o4)no3)C2)c1 (stereo unspecified)	0	i	0.3%	9%	-7%	5%	0%	-10%	-19%
56	O=C(C=C1SCCS1)/C=C/c1ccco1	-92*	i	20%	-56%	12%	-25%	-5%	-12%	?
57	O=C(Nc1ccc(-c2nc3ccccc3s2)c(O)c1)c1ccc(Br)cc1	/	i	-1.2%	-1%	/	0%	12%	-1%	2%

From PubChem
